# Compound activity from PubChem.
# HIV Rev-RRE inh – HIV-1 Rev-RRE binding inhibitors, primary screen, biochemical, FRET, protein-RNA interaction; inhibition, % at 8 µM; AID 704, 2007; actives 0.79% (n = 97,000); P05866; Rev peptide-RRE RNA binding;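 active = inhibition above the screen-wide mean plus 3 SD, cut at about 35% in these data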;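 note: 0% = median DMSO wells and 100% = median Neomycin B control wells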
# Target sequence (P05866 whole entry, looked up): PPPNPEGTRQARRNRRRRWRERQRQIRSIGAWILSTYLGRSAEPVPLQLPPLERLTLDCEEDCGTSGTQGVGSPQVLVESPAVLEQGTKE
#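 Assay system: Rev peptide and RRE RNA, both fluorescently labelled; times: 5 min preincubation and 15 min binding, 25 °C; detection: FRET, ex 480 nm, em 540 and 671 nm; read-out basis: % inhibition from 671/540 nm acceptor-to-donor ratio, scaled between controls; benchmarks: DMSO low control, neomycin B high control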
# PTPN22 act – LYP phosphatase activators, primary screen, biochemical, DiFMUP fluorescence, 2 µM; Tyrosine-protein phosphatase non-receptor type 22 (Homo sapiens), Q9Y2R2; recombinant LYP; 0 = plate median, 100 = signal doubled; activation, % at 2 µM; actives 0.11% (n = 96,000);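 active = activation at 2 µM above a set limit, the mean plus 5 SD, cut at about 37% in these data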
# Calb biofilm kill – clotrimazole potentiators killing Candida biofilms, primary screen, with clotrimazole, Alamar Blue; C. albicans biofilm + clotrimazole; inhibition, % at 6 µM; actives 0.14% (n = 85,000); AID 834, 2007;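 active = inhibition above 20%; inactive = inhibition below 20%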;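 note: preformed 24 hr biofilms exposed to compound for 48 hr; 0% = biofilm without compound and 100% = blank killed by clotrimazole plus chlorhexidine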
# EphB4 antag – EphB4-ephrin-B2 interaction antagonists, primary screen, biochemical, TNYL-RAW peptide probe, fluorescence polarization. EphB4 LBD / TNYL-RAW-Alexa532 peptide. actives 0.15% (n = 97,000). inhibition, % at 7 µM. Ephrin type-B receptor 4 (Homo sapiens), P54760;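 active = inhibition above the screen-wide mean inhibition plus 3 SD, cut at about 15% in these data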;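 note: 0% = DMSO wells and 100% = excess unlabeled TNYL-RAW peptide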
# LYP inh 2 – PTPN22 phosphatase inhibitors, primary screen, biochemical, DiFMUP fluorescence, 2 µM; Tyrosine-protein phosphatase non-receptor type 22 (Homo sapiens), Q9Y2R2; recombinant LYP catalytic domain; inhibition, % at 2 µM; actives 0.21% (n = 96,000); AID 640, 2007;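 active = inhibition at 2 µM at or above a set limit, the screen mean plus 3 SD, cut at about 24% in these data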;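 note: 0% = DMSO with enzyme and 100% = enzyme fully blocked by orthovanadate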
# CYP2C9 activ – human CYP2C9 activators, primary screen, biochemical, luminescence; AID 1024, 2008; Cytochrome P450 2C9 (Homo sapiens), P11712; recombinant CYP2C9, luciferin-H conversion; hits give high values; factor 1 = untreated enzyme, 0 = blocked; activation factor at 5 µM; actives 1.4% (n = 96,000);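 active = activation factor of 2 or more for CYP2C9 at a 5 µM dose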;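 note: 0 = sulfaphenazole-blocked wells and 1 = vehicle-only wells; values of inactives mirror those of a sister screen read the other way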
# Target sequence (P11712 whole entry, looked up): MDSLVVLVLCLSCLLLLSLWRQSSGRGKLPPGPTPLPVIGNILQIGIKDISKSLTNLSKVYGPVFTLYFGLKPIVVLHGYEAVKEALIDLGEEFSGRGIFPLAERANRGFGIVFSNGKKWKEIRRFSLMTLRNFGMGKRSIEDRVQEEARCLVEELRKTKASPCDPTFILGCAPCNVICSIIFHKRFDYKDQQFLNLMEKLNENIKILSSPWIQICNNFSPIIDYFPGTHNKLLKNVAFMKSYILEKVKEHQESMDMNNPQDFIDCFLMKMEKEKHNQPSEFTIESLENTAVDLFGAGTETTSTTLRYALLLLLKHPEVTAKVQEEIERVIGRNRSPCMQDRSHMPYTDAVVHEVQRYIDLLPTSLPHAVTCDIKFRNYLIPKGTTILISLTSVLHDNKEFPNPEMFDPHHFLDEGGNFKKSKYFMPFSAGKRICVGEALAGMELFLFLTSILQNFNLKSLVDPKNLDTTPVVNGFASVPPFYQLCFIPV
# PLK1 kinase inh – human PLK1 kinase inhibitors, primary screen, biochemical, TR-FRET; Serine/threonine-protein kinase PLK1 (Homo sapiens), P53350; inhibition, % at 10 µM; actives 0.53% (n = 97,000); recombinant PLK1 kinase, TR-FRET peptide phosphorylation;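 active = inhibition of 50% or more in the single-concentration screen; inactive = inhibition below 50%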;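 note: 0% = DMSO max control and 100% = H-89 dihydrochloride min control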
# PLK1 PBD inh – Plk1 polo box domain binding inhibitors, primary screen, biochemical, fluorescence polarization; Plk1 PBD phosphopeptide binding; inhibition, %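 (tested at about 20 µM)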; actives 0.13% (n = 97,000); in the data active = inhibition above about 34%, passing the limit was not always enough
# CYP2C9 inhib – blockers of cytochrome P450 2C9 activity – biochemical, luminescence, ADME assay, primary screen. CYP2C9 Supersomes, luciferin-H conversion. inhibition, % at 5 µM. actives 20% (n = 96,000). AID 777, 2007;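 active = blocking of liver enzyme CYP2C9 beyond about 50% at 5 µM, limit read from the data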; note: values of inactives mirror those of a sister screen read the other way
# Numbers without * were called inactive; nt = not tested or not shown. No enrichment for hits; 20% or so of the library scored in one or more.
SMILES,HIV Rev-RRE inh,PTPN22 act,Calb biofilm kill,EphB4 antag,LYP inh 2,CYP2C9 activ,PLK1 kinase inh,PLK1 PBD inh,CYP2C9 inhib
CCOC(=O)Cc1csc(NC(=O)CCc2ccc(S(=O)(=O)N3CCOCC3)cc2)n1,5,1,5,9,-4,0.5,-4,16,50
Cc1cccc(NC(=O)c2cc(NC(=O)CCCC(=O)O)ccc2Cl)n1,-5,-1,1,-3,3,1.3,-1,18,-33
Cc1nn(-c2cccc(C(=O)O)c2)c(C)c1Oc1ccccc1O,14,-2,6,-8,2,0.9,-8,-8,14
O=C(CSc1nc2ccccc2s1)Nn1cnnc1,9,0,6,2,-4,0,-5,-24,96*
CCOc1cc(S(=O)(=O)NCc2ccco2)c(OCC)cc1-n1cnnn1,-5,12,5,3,-15,0.3,-22,35,69*
CCC1(C)N=C(c2ccc3c(c2)OCO3)CC(c2ccccc2O)N1 (stereo not drawn),10,-1,1,-1,0,0.3,7,8,74*
O=C(NCc1cccs1)c1ccccc1C(=O)NCc1cccs1,11,2,-2,0,-3,0.9,-2,-11,7
CCC(Sc1ccccc1C(=O)O)C(=O)O (stereo not drawn),8,2,5,6,0,0.9,-3,-29,10
O=C(CNS(=O)(=O)c1ccccc1F)Nc1ccc(N2CCOCC2)cc1,6,-6,nt,1,9,0.9,-14,-12,11
CCOC(=O)CNS(=O)(=O)CCN1C(=O)c2ccccc2C1=O,3,31,3,-2,-36,0.9,-15,-27,8
N#C/C(=C(/O)CSc1ccccc1C(=O)O)c1nc2ccccc2s1,10,-12,nt,1,10,0.9,-15,-5,8
CCN(CC)CCNC(=O)c1cn(C)c2ccc(S(=O)(=O)N(C)C3CCCCC3)cc2c1=O,8,nt,-21,-2,nt,1,55*,-17,-3
CCC(C(=O)O)n1nnc(-c2ccc(-c3ccc(OC)cc3)cc2)n1 (stereo not drawn),3,-3,2,-4,-1,0.7,-6,-4,28
COc1ccc(NC(=O)COC(=O)c2c3c(nc4ccccc24)CCCC3)cc1,7,23,10,-2,-27,0.7,-7,10,29
Cc1c(C(=O)NC2CCCc3ccccc32)oc2ccc(S(=O)(=O)N3CCOCC3)cc12 (stereo not drawn),-4,7,14,-9,-2,0.8,-1,-48,23
COC(=O)[C@@H](NC(=O)Nc1ccc2c(c1)OCCO2)C(C)C,1,-5,3,12,2,1,-15,1,1
CCCCNC(=O)CC(C(=O)N1CCc2ccccc21)n1ccnc1 (stereo not drawn),6,2,4,5,-2,0.7,-11,-28,34
CC1(C)Cc2ccccc2-c2nc(CN3CCOCC3)[nH]c(=O)c21,6,-8,1,-1,7,0.8,-10,-19,16
CCCn1cc(S(=O)(=O)CC(=O)NC2CCCCC2)c2ccccc21,1,2,4,3,-1,nt,-11,0,nt
CC(Oc1ccc(Cl)cc1Cl)C(=O)NC1CCSC1=O (stereo not drawn),1,9,3,1,-9,0.6,-6,-18,41
Cn1sc(NC(=O)c2ccc(Cl)cc2)nc1=O,5,-2,nt,1,6,1,-8,13,-5
COc1cccc(OC)c1C(=O)N1CCN(Cc2ccccc2C)CC1,1,-9,11,3,9,0.3,-4,10,74*
O=C(Nc1ccc(Cl)c(Cl)c1)OCc1cnc(Cl)s1,8,-8,8,-5,9,0.9,-8,-37,13
O=C(CSc1nnc(Cc2csc(Nc3cccc(Cl)c3)n2)o1)N1CCc2ccccc21,8,-2,6,-9,3,0.8,-10,3,24
CCC(CC)C(=O)c1c[nH]c(C(=O)NCCCn2ccnc2)c1,7,-13,nt,2,16,0.1,-8,-4,92*
CN1CCN(S(=O)(=O)c2cc([N+](=O)[O-])ccc2N2CCCCCC2)CC1,4,7,nt,-2,-2,0.8,0,-6,16
Cc1c(-c2ccccc2)[n+](=O)c(-c2ccco2)c(C)n1[O-],2,0,nt,3,0,1,-9,-12,-4
C=C(C)Cn1c(N2CCC(Cc3ccccc3)CC2)nc2c1c(=O)[nH]c(=O)n2C,7,-9,-2,5,10,nt,-8,5,nt
O=C(Cc1cccs1)Nc1ccc(-c2nnc(-c3ccccc3)o2)cc1,-1,3,nt,-9,-1,nt,1,-20,nt
CCOC(=O)c1ccc(NC(=O)COc2ccccc2OC)cc1,16,-4,nt,0,2,0.9,-7,4,11
Oc1ccc(-c2nc3ccccn3c2NCc2ccco2)cc1,6,0,6,1,-3,0.2,-19,-8,77*
COc1ccc(N(C(=O)c2ccco2)S(=O)(=O)c2ccccc2)cc1,-6,6,nt,-7,-7,0.1,-10,22,92*
CCCC(=O)N(Cc1cc2cc(C)ccc2[nH]c1=O)c1ccccc1OC,2,-9,1,0,8,0.8,-10,-5,21
CCOc1cc(S(=O)(=O)NC2CCCC2)ccc1Cl,13,-4,-1,2,4,1.3,-6,-10,-31
O=C(C1CCC1)N1CCc2cc(S(=O)(=O)NCCN3CCN(c4ccccc4F)CC3)ccc21,4,7,4,-7,-10,0.4,10,-14,59*
O=C(COC(=O)c1ccccc1)c1ccc(Br)cc1,2,7,nt,-5,-4,0.9,-8,-4,13
O=C(NCCN1CCOCC1)c1ccc2c(c1)N(Cc1ccccc1F)C(=O)CS2,-3,1,9,-6,2,0.9,11,20,15
CC(=O)Nc1ccc(S(=O)(=O)/N=C2\SCCN2S(=O)(=O)c2ccc(NC(C)=O)cc2)cc1,3,-19,nt,0,18,nt,-15,20,nt
Cc1ccc(C(=O)COC(=O)CCc2nc3ccccc3[nH]c2=O)cc1C,15,-6,nt,0,4,1.1,-13,-28,-12
Cc1cc(C)c(NN=c2c(=O)c3ccccc3c2=O)c(C)c1,5,0,nt,10,1,0.8,-11,26,18

# The list goes on; it opens with the two that closed the last part.
SMILES,HIV Rev-RRE inh,PTPN22 act,Calb biofilm kill,EphB4 antag,LYP inh 2,CYP2C9 activ,PLK1 kinase inh,PLK1 PBD inh,CYP2C9 inhib
Cc1ccc(C(=O)COC(=O)CCc2nc3ccccc3[nH]c2=O)cc1C,15,-6,nt,0,4,1.1,-13,-28,-12
Cc1cc(C)c(NN=c2c(=O)c3ccccc3c2=O)c(C)c1,5,0,nt,10,1,0.8,-11,26,18
CC(C)OC(=O)c1cc2ccccc2oc1=O,10,0,6,2,0,1,-6,-17,-2
Cc1nc2ncnn2c(N2CCC(C(=O)NCC3CCCO3)CC2)c1Cc1ccccc1 (stereo not drawn),2,3,6,9,-6,nt,-9,-12,nt
Cc1ccc(OCc2nnc(SCC(=O)NCc3ccco3)n2C)cc1,0,0,9,-2,1,nt,-10,9,nt
COc1ccc(N2C(=O)CC(SCCc3nc4ccccc4[nH]3)C2=O)cc1 (stereo not drawn),3,1,nt,-6,2,0.9,8,2,10
O=C(NCCCN1CCOCC1)c1cc(-c2ccc(F)cc2)on1,0,10,1,-5,-13,1,1,9,-4
Cc1ccc2c(c1)NC(=O)C(CC(=O)NCCCN1CCCCC1)O2 (stereo not drawn),6,0,6,-1,-1,0.9,0,-7,8
O=C(O)/C=C/C(=O)Nc1ccccc1C(=O)Nc1ccccc1,5,-5,-3,-1,6,1,-3,-16,4
CCOC(=O)C(C(C)=O)c1nc(C)nc2c1nnn2Cc1ccccc1Cl (stereo not drawn),5,-2,nt,-5,5,nt,-1,-23,nt
CC1CCN(C(=O)CSc2nnc(CNc3ccc(F)cc3)n2Cc2ccco2)CC1,9,11,3,2,-14,0.8,-2,-21,19
CCC(C)Nc1nc(-c2cccc(OC)c2O)nc2ccccc12 (stereo not drawn),2,-6,7,2,4,nt,-10,-15,nt
Fc1ccccc1N1CCN(CC2CC3C=CC2C3)CC1 (stereo not drawn),0,4,nt,-3,-5,0.9,6,-11,5
CCC(CC)C(=O)Nc1ccc(C)c(O)c1,9,0,nt,-2,3,0.9,-10,20,6
CCS(=O)(=O)N1CCC(c2nc(-c3ccc(C(F)(F)F)cc3)no2)CC1,11,3,-2,6,-5,1,-4,-26,0
COc1ccc(CCNC(=O)CCN2C(=O)COc3ccc(C)cc32)cc1OC,0,0,7,-2,0,0.8,-8,-20,20
O=C(CSc1nc(C2CC2)nc2ccccc12)NCc1ccc2c(c1)OCO2,7,6,nt,1,-7,0.1,-7,-20,88*
CN1CCC(=NNC(=O)C(=O)NCc2ccccc2)CC1,2,3,nt,-5,3,1.2,-3,3,-17
C=CCN=C1CC(C)(C)CC(=O)/C1=C(/O)CCC(=O)OC,-5,4,10,-11,-3,1,-4,14,-4
Cc1cnc(NC(=O)CSc2nnc(Cc3ccccc3)n2C)s1,4,23,6,-8,-22,0.9,-12,0,12
Nc1nc(-c2ccccc2)cc(-c2ccccc2O)n1,3,-1,-2,0,0,1,0,4,0
CCCn1c2ccccc2c2nnc(SC(CC)C(=O)Nc3cc(C)on3)nc21 (stereo not drawn),8,1,3,-8,-2,nt,-5,16,nt

# A different layout for part of the listing above:
SMILES | HIV Rev-RRE inh | PTPN22 act | Calb biofilm kill | EphB4 antag | LYP inh 2 | CYP2C9 activ | PLK1 kinase inh | PLK1 PBD inh | CYP2C9 inhib
Cc1ccc2c(c1)NC(=O)C(CC(=O)NCCCN1CCCCC1)O2 (stereo not drawn) | 6 | 0 | 6 | -1 | -1 | 0.9 | 0 | -7 | 8
CN1CCC(=NNC(=O)C(=O)NCc2ccccc2)CC1 | 2 | 3 | nt | -5 | 3 | 1.2 | -3 | 3 | -17
CCN(CC)CCNC(=O)c1cn(C)c2ccc(S(=O)(=O)N(C)C3CCCCC3)cc2c1=O | 8 | nt | -21 | -2 | nt | 1 | 55* | -17 | -3
O=C(COC(=O)c1ccccc1)c1ccc(Br)cc1 | 2 | 7 | nt | -5 | -4 | 0.9 | -8 | -4 | 13
CCCn1c2ccccc2c2nnc(SC(CC)C(=O)Nc3cc(C)on3)nc21 (stereo not drawn) | 8 | 1 | 3 | -8 | -2 | nt | -5 | 16 | nt

# (next part)
SMILES,HIV Rev-RRE inh,PTPN22 act,Calb biofilm kill,EphB4 antag,LYP inh 2,CYP2C9 activ,PLK1 kinase inh,PLK1 PBD inh,CYP2C9 inhib
CCOC(=O)C1CCN(C(=O)c2c(-c3c(Cl)cccc3Cl)noc2C)CC1,2,4,5,2,-4,0.2,-5,-12,79*
COC(=O)c1c(NC(=O)CSc2nnc(-c3ccco3)n2C)sc(C)c1C,9,10,-2,2,-13,nt,-5,-17,nt
O=C(CN1CCCCC1)Nc1cccc2c1OCO2,5,2,-2,3,-1,0.9,-12,-4,6
Cc1ccc(CCN2CC(C(=O)NCc3cccnc3)CC2=O)cc1 (stereo not drawn),2,-6,-4,-1,3,nt,-16,-5,nt
O=C(Nc1ccccc1)C(Cc1ccccc1)NC(=O)C12CC3CC(CC(C3)C1)C2 (stereo not drawn),11,2,nt,3,0,1,-9,-20,4
O=C(NCCc1ccc(Cl)cc1)C1CCCN(S(=O)(=O)c2cnc[nH]2)C1 (stereo not drawn),10,-6,25*,0,3,0.1,0,-16,86*
COc1ccc(OC)c(NC(=O)c2ccc(CN(c3cc(Cl)ccc3C)S(=O)(=O)c3ccccc3)cc2)c1,12,2,nt,0,-2,0.6,-13,-15,39
CC1CCN(c2c(NCc3ccc(C(=O)N4c5ccccc5CC4C)cc3)c(=O)c2=O)CC1 (stereo not drawn),5,-6,6,1,4,nt,4,-6,nt
O=C(Nc1scc(-c2cccs2)c1C(=O)O)c1cccs1,1,-4,nt,-3,5,0.6,-10,0,42
